NR2E3 ag-1: human photoreceptor-specific nuclear receptor agonism; Q9Y5X4; CHO-S Gal4-NCOR/VP16-NR2E3 two-hybrid, luciferase; inhibition of corepressor binding, % at 3.98 µM; actives 0.35% (n = 360,000); AID 602229;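 active = inhibition above the mean of all tested compounds plus 3 SD, cut at about 70% in these data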;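 note: 0% = DMSO with NR2E3 transfected cells and 100% = cells lacking NR2E3 construct; higher means lower luciferase signal from less NR2E3 corepressor binding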
Target sequence (Q9Y5X4 whole entry, looked up, the tested form may be a part): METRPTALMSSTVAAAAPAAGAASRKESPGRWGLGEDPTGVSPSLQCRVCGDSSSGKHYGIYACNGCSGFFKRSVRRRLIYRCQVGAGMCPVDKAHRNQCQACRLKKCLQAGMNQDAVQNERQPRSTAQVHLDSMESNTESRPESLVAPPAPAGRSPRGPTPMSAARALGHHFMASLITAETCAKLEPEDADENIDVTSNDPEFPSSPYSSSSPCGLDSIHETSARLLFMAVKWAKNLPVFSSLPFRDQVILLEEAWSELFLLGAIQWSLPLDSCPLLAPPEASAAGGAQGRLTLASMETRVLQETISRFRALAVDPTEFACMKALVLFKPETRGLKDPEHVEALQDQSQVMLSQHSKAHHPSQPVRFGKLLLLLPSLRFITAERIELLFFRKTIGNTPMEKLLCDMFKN
Granule exo inh: blocks lytic granule exocytosis | TALL-104 LAMP-1 surface exposure, flow cytometry; cells stimulated with thapsigargin and PMA | inhibition, % at 10 µM | actives 0.66% (n = 360,000) | AID 651702;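 active = inhibition above about 55%, limit read from the data; inconclusive = no clear call, values can overlap the other calls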
HIF-2a inh: HIF-2a inhibition; 786-0 RCC cells HIF-2a reporter, luciferase luminescence, overnight; inhibition, % at 18.8 µM; actives 0.72% (n = 360,000);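 active = inhibition of the luminescence signal of 40% or more relative to plate controls, in a single-dose primary screen at 18.75 µM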
Peg3 prom inh: reduces Peg3 promoter-driven luciferase expression in HeLa; HeLa PEG-Prom luciferase reporter, luminescence, overnight; inhibition, % at 20 µM; actives 1.7% (n = 360,000);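 active = inhibition of at least 50% at 20 µM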
PDI inh: inhibitors of human protein disulfide isomerase; AID 588391; actives 0.052% (n = 350,000); inhibition, % at 10 µM; PDI insulin aggregation turbidity, A650, 90 min;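 active = mean inhibition across replicates of 30% or more, whatever share of single replicates reach that level; inconclusive = mean inhibition below 30% while every single replicate reaches 30%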;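 note: absorbance from insulin aggregation driven by PDI reduction with DTT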
Target sequence (P07237 whole entry, looked up): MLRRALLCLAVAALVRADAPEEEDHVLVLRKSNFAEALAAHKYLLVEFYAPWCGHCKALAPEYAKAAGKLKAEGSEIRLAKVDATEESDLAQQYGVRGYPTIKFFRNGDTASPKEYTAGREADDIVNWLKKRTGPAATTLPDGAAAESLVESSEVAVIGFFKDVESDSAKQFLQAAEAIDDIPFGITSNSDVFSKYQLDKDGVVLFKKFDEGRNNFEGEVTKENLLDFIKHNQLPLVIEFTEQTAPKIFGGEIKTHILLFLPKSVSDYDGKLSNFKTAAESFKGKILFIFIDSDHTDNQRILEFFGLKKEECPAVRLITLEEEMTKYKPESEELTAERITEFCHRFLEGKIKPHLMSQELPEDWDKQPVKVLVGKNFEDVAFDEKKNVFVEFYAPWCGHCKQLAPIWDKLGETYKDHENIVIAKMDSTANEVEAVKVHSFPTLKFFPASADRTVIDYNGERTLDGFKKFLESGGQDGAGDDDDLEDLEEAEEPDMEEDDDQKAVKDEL
Vif imaging: inhibitors of HIV Vif | actives 0.35% (n = 340,000) | inhibition, % at 7.49 µM | HEK293T cells, Vif self-association by quenched fluorescence, imaging, 24 h; in the data active = inhibition above about 50%, passing the limit was not always enough; inconclusive = no clear call, values can overlap the other calls; inactive = below about 31%; note: some results filed as inactive read as strong as hits
TRPM1 prom inh: MITF TRPM1 promoter inhibition in SK-MEL-5 cells | SK-MEL-5 TRPM1 promoter luciferase, 24 h | inhibition, % at 12.5 µM | actives 0.83% (n = 330,000) | AID 488899;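 active = mean inhibition across replicates of 60% or more, whatever share of single replicates reaches that level; inconclusive = some that reach 60%, reason not given; inactive = mean inhibition across replicates below 60%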; note: values of inactives mirror those of a sister screen read the other way
CaV13 FRET inh: Primary screen for inhibitors of IQ motif and Ca2+-dependent inactivation inhibitor domain binding in CACNA1D, Förster resonance energy transfer in living cells, …; HEK cells, CFP/YFP FRET ICDI-IQ, plate reader, 10 min; percent FRET-ratio fall versus neutral wells; inhibition, % at 12.3 µM; actives 0.098% (n = 340,000); AID 743397;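 active = mean replicate inhibition of at least 30% and at least 1% of replicates passing that level; inconclusive = only one of the two criteria is met; inactive = neither criterion is met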;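 note: 0% = median of the neutral control wells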
aDG glyco up: increases alpha dystroglycan glycosylation | Pro5-aDG cells, alpha-DG glycosylation AlphaScreen (IIH6); 0% Pro5, 100% B10-LARGE cell signal | activation, % at 10 µM | actives 0.22% (n = 360,000) | AID 624168;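 active = activation of at least 8% versus controls, or a plate z-score of at least 8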;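 note: Pro5 are CHO cells carrying HIG-tagged alpha-DG that lacks glycosylation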
NR2E3 ag-2: agonists of human nuclear receptor NR2E3; Q9Y5X4; GST-NR2E3/biotin-RetCOR TR-FRET, 1536-well; inhibition of corepressor binding, % at 4.78 µM; actives 0.12% (n = 320,000); AID 2300;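 active = percent inhibition above the cutoff of mean plus 3 SD of all tested compounds, set per screening campaign, cut at about 20% in these data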;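 note: 0% = DMSO wells and 100% = biotin wells as full block of FRET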
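System: GST-NR2E3 and biotin-RetCOR proteins; probe or stimulus: 7 nM biotin-RetCOR; doses: compound at 4.8 µM, single dose; schedule: Compound–protein incubation for 5 h at 4 °C; detection: time-resolved FRET; read-out: percent inhibition; controls: biotin wells as high control, 0.6% DMSO wells as low control; format: 1536-well plates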
hiPSC survival: enhancers of human iPSC single-cell survival. AID 602274. survival enhancement, % at 20 µM. hiPSC single-cell survival, ATPlite luminescence; 100% = ROCK inhibitor wells, 0% = DMSO. actives 0.044% (n = 360,000); in the data active = survival enhancement above about 18%;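 note: cells exposed to compounds for 16 hours before the ATP read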
Numbers without * were called inactive; u = inconclusive; x = no result given.

SMILES	NR2E3 ag-1	Granule exo inh	HIF-2a inh	Peg3 prom inh	PDI inh	Vif imaging	TRPM1 prom inh	CaV13 FRET inh	aDG glyco up	NR2E3 ag-2	hiPSC survival
CCOC(=O)N1CCN(C(=O)c2ccc3c(=O)n(CC4CCCO4)c(=S)[nH]c3c2)CC1 (configuration not stated)	-14.0	0.6	7.5	1.0	1.3	-10.1	7.5	-5.2	0.0	3.8	-2.2
Nc1nonc1C(=O)NCCNc1ncccc1[N+](=O)[O-]	28.0	-0.6	-4.4	-15.4	-3.3	-3.8	5.6	-5.9	-0.1	3.0	-0.3
O=[N+]([O-])c1ccc(S(=O)(=O)N/N=C/c2ccc3c(c2)OCO3)cc1	3.2	-1.5	-2.6	5.7	4.9	2.4	5.6	x	-0.1	-1.3	0.5
CCCS(=O)(=O)NC(=O)C1(C)CCCN(C(=O)c2cccc(C)c2C)C1 (configuration not stated)	-1.6	-6.2	13.9	6.4	0.3	x	x	x	-0.4	x	1.3
CCN1CCCC1CNC(=S)Nc1ccc(C(C)=O)cc1 (configuration not stated)	-4.4	0.4	6.3	-11.3	4.3	4.2	-9.9	0.2	-0.1	1.9	1.0
Cc1cccn2c(=O)c3cc(C(=O)NCC4CCCO4)c(=N)n(CCN4CCOCC4)c3nc12 (configuration not stated)	12.1	-1.9	13.0	-5.2	-5.3	-5.7	6.1	2.4	-0.1	6.0	3.1
Cc1ccc(-c2noc(CCC(=O)NCc3ccc4c(c3)OCO4)n2)cc1	-12.5	-5.6	-28.4	-9.7	-8.5	5.3	-4.2	-0.5	-0.2	2.7	-1.7
COc1ccc(C(=O)c2ccc(CC#N)s2)cc1	-63.4	0.0	-194.9	-155.5	-7.0	x	-83.8	-1.4	-0.2	-0.1	0.2
COc1ccc(C2=NN(c3nc(-c4ccccc4)c(CC(=O)O)s3)C(c3ccco3)C2)cc1 (configuration not stated)	-39.6	1.0	-26.9	4.4	2.7	5.3	-7.8	-16.7	0.3	2.2	-0.8
O=C(CN1CCCCC1)Nc1cccc2c1OCO2	2.9	-8.9	2.4	6.3	1.3	-18.0	6.0	x	-0.1	7.2	-1.8
CC(C)=CCN1CCN(Cc2cc(F)ccc2-n2nc(C)cc2C)CC1CCO (configuration not stated)	4.9	19.9	12.5	9.5	-5.5	-3.4	3.8	-2.9	-0.2	-2.8	0.6
O=C(COC(=O)/C=C/c1cccc(F)c1)Nc1ccc2[nH]c(=O)[nH]c2c1	-10.5	-2.6	7.8	-3.4	-4.2	8.7	-4.3	-6.6	-0.3	-0.8	-0.4
CC(C)(c1cc(Br)c(O)c(Br)c1)c1cc(Br)c(O)c(Br)c1	38.9	0.6	6.5	11.1	x	-5.8	-2.4	x	-0.1	1.6	-1.6
COC(=O)c1c(C)oc2ccc(N(C(=O)c3ccncc3)S(=O)(=O)c3ccccc3)cc12	70.5*	3.0	18.8	46.5	2.5	-15.4	8.4	-0.1	2.9	-1.4	7.8
CCSc1nnc(-c2c[nH]c3ccccc23)o1	-160.5	-24.6	-207.5	-300.6	-10.8	8.0	-30.8	x	-0.1	-2.1	-0.2
COc1ccc(CNC(=O)COC(=O)C2=COCCO2)cc1	-4.4	0.5	12.3	9.6	-6.2	5.9	21.3	-4.7	-0.1	-0.2	0.1
CC(=O)c1cccc(-n2nnnc2SCC(=O)NNC(=O)C(C)C)c1	-14.1	-21.2	9.1	5.6	-3.4	12.6	-3.2	-40.5	-0.1	1.0	1.1
COc1ccc(CN2CCN(Cc3cccn3-c3ncccn3)CC2CCO)c(C)c1C (configuration not stated)	-5.7	2.2	19.0	-16.0	-0.3	9.9	-1.2	-7.0	0.0	3.5	-1.5
CC(=O)Nc1cncc(-c2cccc(C(=O)N3CCOCC3)c2)n1	-21.4	13.1	11.3	1.2	-60.2	-1.0	x	-4.8	-0.1	x	1.0
Cc1cc(C(=O)NC2CCCc3c2cnn3-c2cc(F)cc(F)c2)nn1C (configuration not stated)	-7.0	3.1	-38.2	-47.4	-1.2	-5.8	-8.4	-3.6	0.0	3.1	0.0
Cc1cc(Oc2ccc(Br)cc2)nc(SCC(=O)c2ccccc2)n1	-13.4	3.6	12.5	9.6	-3.0	-0.5	-7.2	-4.1	0.3	-0.7	-0.3
C=CCn1c(COc2ccc(CC)cc2)nnc1SCC(=O)NC1CCS(=O)(=O)C1 (configuration not stated)	-7.3	6.6	-15.7	-18.2	-1.9	-1.7	-4.0	-6.1	-0.3	-2.4	-0.9
O=C(c1cc(Br)ccc1Cl)N1CCCC1	11.6	-0.9	6.9	-5.3	-9.2	1.9	-4.5	-3.3	0.0	-0.7	0.5
COCCn1c(-c2ccc(F)cc2)nc2oc3cc(OC)ccc3c(=O)c2c1=O	6.8	49.1	11.8	19.0	-2.3	-0.4	16.6	-13.9	0.0	0.0	0.1
CC(=O)c1c(C(C)=O)c(C)n(NC(=O)c2ccccc2O)c1C	-4.1	3.6	1.6	17.6	6.1	-7.9	20.4	-8.9	0.1	-2.2	0.4
Cc1nc(Cc2nnc(SCc3nc(N)nc(Nc4ccccc4C)n3)o2)cs1	-6.8	1.0	11.9	-1.2	11.5	-10.2	5.2	-3.9	0.0	-2.8	4.6
Cc1cc(N2O[C@H]3C=C[C@@H]2C3)no1	-34.0	1.8	-11.4	2.3	2.0	18.8	-4.4	-2.5	-0.1	x	-0.3
CC1CC(C)CN(C(=O)Nc2ccc(Br)cc2)C1 (configuration not stated)	-18.3	3.3	-48.3	-20.0	9.2	-4.9	-14.1	-0.8	0.2	3.5	3.6
CCOC(=O)CN1CC23C=CC(O2)C(C(=O)NC2CCCCCC2)C3C1=O (configuration not stated)	-13.8	-8.6	8.8	1.5	x	-4.3	x	0.2	0.0	3.5	6.5
CCN(CC)CCC(=O)NC(C)(C)Cc1ccc(O)cc1	-7.5	-0.2	8.0	10.8	15.0	10.0	-3.9	-4.5	-0.1	-0.7	-2.2
O=C(NC(Cc1c[nH]c2ccccc12)C(=O)NCc1ccc(F)cc1)OCc1ccccc1 (configuration not stated)	2.8	7.2	23.5	8.7	10.3	-10.9	3.2	-7.2	0.4	3.5	-1.2
COc1ccc(NC(=O)CN2CCN(c3ccc(F)cc3)CC2)cc1	-7.5	10.3	10.4	14.8	6.3	16.3	0.3	-19.7	0.0	-3.1	-0.7
Cc1nnc2n(-c3ccccc3)c(=O)c3c4c(sc3n12)CC(C)CC4 (configuration not stated)	9.6	-1.8	25.1	25.9	-3.5	-8.3	0.7	-7.4	-0.1	-0.7	-0.8
C=CCNc1nc(NC(C)(C)CO)nc(OCC)n1	-12.4	0.7	17.5	2.0	-45.2	u	-3.2	-5.9	-0.1	2.5	0.3
CCCCC(CC)CNC(=O)C(Cc1ccccc1)NS(=O)(=O)c1ccc2c(c1)CCC(=O)N2 (configuration not stated)	5.6	-2.4	12.8	23.9	0.4	-0.2	-14.5	-5.1	0.0	-6.0	0.0
Cc1ccc(C(c2nnnn2CCC(C)C)N2CCN(C)CC2)cc1 (configuration not stated)	-29.6	-0.5	10.6	5.9	11.5	3.8	-8.5	-0.3	0.2	-1.0	0.0
Cc1cc(C)n2nc(SCC(=O)N(CC(C)C)c3c(N)n(CC(C)C)c(=O)[nH]c3=O)nc2n1	-9.1	1.4	17.0	-6.6	21.3	4.0	-11.9	-4.8	-0.3	4.2	0.9
Cc1nc2c(C(=O)NCCC3=CCCCC3)c[nH]n2c(=O)c1Cl	21.3	-6.8	14.4	6.9	13.0	10.3	3.3	-1.9	-0.1	0.2	-1.5
CCc1ccc(CN2CCN(C(=O)c3ccco3)CC2)cc1	-4.0	-1.7	-22.5	-12.4	-6.7	x	1.9	-3.0	0.3	-0.6	1.8
Cc1ccsc1/C=N/NC(=O)c1ccncc1	11.8	-3.6	-2.3	16.3	1.3	8.5	-3.7	-5.7	-0.1	0.9	-0.5
COC(=O)NNC(=O)c1ccccc1OC	-21.5	2.0	14.8	12.9	-1.5	-8.2	4.5	0.2	-0.2	0.6	-0.4
O=C(NNC(=O)c1ccc(-n2cncn2)c([N+](=O)[O-])c1)c1ccccc1	-19.0	7.4	-4.4	-7.1	5.5	0.0	-1.1	-4.2	-0.2	-0.2	0.2
O=C(c1cccnc1)N1c2ccccc2Sc2ccccc21	9.4	-3.1	17.6	26.3	1.9	-6.4	15.5	-3.9	0.3	3.2	-0.1
O=C(CNCc1ccco1)Nc1ccccc1-n1cccc1	-4.3	0.9	-1.8	14.5	-3.8	-2.7	1.8	-7.1	-0.1	1.4	-0.6
CC(C)(C)OC(=O)C[C@H]1C/C=C\C[C@H](CC(=O)N[C@H](CO)Cc2ccccc2)C(=O)N2CCC[C@@H]2COC1=O	-10.5	12.2	-6.5	3.7	3.3	-7.1	8.2	-11.7	-0.1	x	4.6
Cc1cc(C)n(-c2nc3ccccc3c3nc(C)nn23)n1	-6.2	11.6	10.3	12.7	9.2	2.2	-0.6	-7.1	0.1	-2.0	5.0
CCCn1nnc2sc3c(c2c1=O)CCC(C)C3 (configuration not stated)	-20.5	-4.1	-177.5	-344.4	-2.4	4.1	-96.9	-7.7	-0.2	1.0	3.5
CC(C)Cc1ccc(CN2CCCC(NC(=O)CCN3CCOCC3)C2)cc1 (configuration not stated)	-17.7	13.8	3.4	-7.1	1.1	2.0	-3.9	x	0.6	x	0.2
CCOC(=O)C1CCCN(C(=O)C2CCN(S(=O)(=O)N3CCC4(CC3)OCCO4)CC2)C1 (configuration not stated)	4.9	1.7	15.5	0.6	-13.1	-7.2	2.2	-7.5	0.1	4.7	1.2
COC(=O)c1ccc(NC(=O)C(=O)N2CCCC2)cc1	-102.0	-0.9	-141.4	-163.3	-7.0	x	-33.6	x	-0.2	0.9	-2.7
O=C(Cc1cccc2ccccc12)N1CCCc2ccccc21	-27.0	-0.6	-11.5	15.2	-5.9	-13.8	16.1	-4.4	0.1	-0.4	4.7
Cc1ccc2c(c1)[C@H]1[C@H](CO2)[C@H](c2ccccc2)[C@]2(C)C(=O)Nc3ccccc3C(=O)N12	3.3	7.9	25.6	27.9	-2.8	-2.6	20.2	-47.1	-0.1	x	2.4
O=C(NCc1cccc(C(F)(F)F)c1)c1ccc2sc(C3=C[C@@H](O)[C@@H](O)[C@@H](CO)O3)nc2c1	-10.7	-4.0	-13.8	-16.1	-0.3	x	x	x	0.0	x	7.5

Source: PubChem (several laboratories)
